AddAB inh = less growth of phage-infected E. coli with AddAB. E. coli expressing H. pylori AddAB, absorbance growth. inhibition, % at 11.9 µM. 330,000 tested, 0.29% active; in the data active = inhibition above about 12%;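 note: 0% = vehicle wells of infected cells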
Tat transport = E. coli Tat transport inhibition; 340,000 tested, 0.036% active; AID 488895; inhibition, % at 10 µM; E. coli MC4100 TorA-mCherry Tat export, fluorescence;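 active = mean replicate inhibition at least 50% and at least half of replicates individually reaching 50%; inconclusive = only one of the two criteria met; inactive = neither criterion met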;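 note: exported cargo escapes ClpAP degradation while cytoplasmic cargo is degraded and loses fluorescence; 0% = median of neutral control wells and 100% = median of NaSCN control wells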
CAL PDZ FP = blocks peptide binding to human CAL PDZ domain. 330,000 tested, 0.02% active. AID 504414. Q9HD26. inhibition, % at 20 µM. purified CAL PDZ, TMR-peptide fluorescence polarization, 1 h;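 active = highest replicate inhibition of at least 40%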;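 note: plate controls were DMSO neutral control wells for no effect and unlabeled competitor peptide control wells for full effect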
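Material – purified CerCALP PDZ construct · Detection – FP readout, S and P plane fluorescence · Measure – percent inhibition from loss of millipolarization · Controls – unlabelled peptide for full inhibition, DMSO wells as neutral · Probe or stimulus – TMR-labelled reporter peptide T*-PRC34 bound in PDZ groove · Times – 1 h at RT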
Rtt109 Vps75 = C. albicans Rtt109 histone acetyltransferase inhibition; inhibition, % at 34.9 µM; 330,000 tested, 0.16% active; purified Rtt109/Vps75, ThioGlo CoA-SH fluorescence, 4 h; AID 540336; Q5AAJ8;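 active = inhibition of at least 50% in every replicate; inconclusive = best replicate reaches 50% inhibition but some replicates fall short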
Target sequence (Q5AAJ8 whole entry, looked up): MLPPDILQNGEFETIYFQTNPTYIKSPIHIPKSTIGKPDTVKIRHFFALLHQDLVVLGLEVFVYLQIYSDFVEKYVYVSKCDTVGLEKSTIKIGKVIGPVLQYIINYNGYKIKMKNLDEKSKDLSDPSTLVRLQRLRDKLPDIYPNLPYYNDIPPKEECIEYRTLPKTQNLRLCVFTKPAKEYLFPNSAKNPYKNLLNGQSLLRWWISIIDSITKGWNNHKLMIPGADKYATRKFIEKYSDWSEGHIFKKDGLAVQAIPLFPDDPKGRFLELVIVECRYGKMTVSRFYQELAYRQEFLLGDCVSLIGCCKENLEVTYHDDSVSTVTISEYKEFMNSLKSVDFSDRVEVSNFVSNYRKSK
E coli growth = counter-screen for AddAB inhibitors: E. coli growth inhibition | E. coli V3065 growth, OD600 absorbance, 18 h | inhibition, % at 11.9 µM | 330,000 tested, 0.27% active;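 active = inhibition above the campaign's mean inhibition across all tested compounds plus 3 SD, cut at about 9.9% in these data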;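 note: uninfected addAB+ strain grown without phage in ampicillin broth; 0% = DMSO wells and 100% = ciprofloxacin 0.95 µg/ml wells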
Wnt bcat act = activates Wnt/beta-catenin signaling in a reporter cell assay | activation, % at 9.35 µM | AID 743398 | activator, plate reader | 300,000 tested, 1.2% active; in the data active = activation above about 30%, passing the limit was not always enough; inconclusive = no clear call, values can overlap the other calls;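 note: 0% = neutral control wells and 100% = positive control wells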
PvdQ inh = P. aeruginosa PvdQ acylase inhibition. 340,000 tested, 0.063% active. AID 488965. purified PvdQ acylase, fluorescence plate reader. inhibition, % at 10 µM; in the data active = inhibition above about 30%, passing the limit was not always enough; inconclusive = no clear call, values can overlap the other calls;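 note: 0% = vehicle neutral wells and 100% = reference inhibitor wells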
phage Ecoli inh = E. coli growth loss with phage present | growth absorbance | AID 651602 | inhibition, % at 11.9 µM | 360,000 tested, 0.26% active; in the data active = inhibition above about 11%
DAGLB inh = blocks human DAGLB lipase activity; 340,000 tested, 0.059% active; Q8NCG7; HEK293T DAGLB membrane lysate, EnzChek fluorogenic substrate; inhibition, % at 5.17 µM; in the data active = inhibition above about 34%;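 note: 0% = enzyme with vehicle and 100% = wells lacking enzyme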
Target sequence (Q8NCG7 whole entry, looked up): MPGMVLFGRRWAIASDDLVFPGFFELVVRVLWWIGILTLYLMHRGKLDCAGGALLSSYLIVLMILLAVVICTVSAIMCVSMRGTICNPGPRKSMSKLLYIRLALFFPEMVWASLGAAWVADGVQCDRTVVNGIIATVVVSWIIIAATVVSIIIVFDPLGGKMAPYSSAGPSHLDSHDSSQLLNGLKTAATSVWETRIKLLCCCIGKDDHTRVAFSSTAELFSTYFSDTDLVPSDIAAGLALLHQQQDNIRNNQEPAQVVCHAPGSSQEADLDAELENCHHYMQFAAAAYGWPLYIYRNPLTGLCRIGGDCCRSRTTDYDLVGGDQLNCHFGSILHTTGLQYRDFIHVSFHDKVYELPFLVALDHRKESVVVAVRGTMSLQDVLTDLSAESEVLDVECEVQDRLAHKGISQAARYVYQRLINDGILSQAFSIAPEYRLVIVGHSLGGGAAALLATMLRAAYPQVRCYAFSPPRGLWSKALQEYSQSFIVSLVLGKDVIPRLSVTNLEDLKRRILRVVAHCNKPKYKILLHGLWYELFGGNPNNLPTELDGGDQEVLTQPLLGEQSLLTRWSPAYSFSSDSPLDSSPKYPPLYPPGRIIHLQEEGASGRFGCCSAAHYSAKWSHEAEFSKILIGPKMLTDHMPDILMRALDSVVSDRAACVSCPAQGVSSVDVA
PfHsp90 set2 = growth inhibition of yeast expressing Plasmodium Hsp90; 310,000 tested, 0.32% active; S. cerevisiae expressing PfHsp90, BacTiter-Glo ATP, 48 h; yeast lacking PDR1 and PDR3 efflux regulators; inhibition, % at 9.4 µM;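 active = every replicate shows inhibition above about 80%, whatever the replicate mean, limit read from the data; inconclusive = mean inhibition reaches the set limit but some replicate falls short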;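 note: 0% = DMSO neutral controls and 100% = 20 µM radicicol positive controls; yeast relying on Plasmodium falciparum Hsp90 in place of its own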
Numbers without * were called inactive; ? = inconclusive; . = not tested or not shown.

SMILES | AddAB inh | Tat transport | CAL PDZ FP | Rtt109 Vps75 | E coli growth | Wnt bcat act | PvdQ inh | phage Ecoli inh | DAGLB inh | PfHsp90 set2
Cc1ccc(/C=N/NC(=O)Cn2cnc3c2c(=O)n(C)c(=O)n3C)s1 | 0.4 | 0 | -2.4 | 22 | 0.4 | -4 | -11 | 3.5 | -1 | -3
Cc1nc(C)n(CC(C)C(=O)N2CCN(S(=O)(=O)c3ccc(Cl)cc3)CC2)n1 (stereo unspecified) | 2.5 | -3 | -0.2 | 7 | 0.5 | -3 | 10 | 0.6 | -4 | 11
COc1cc(SC)ccc1C(=O)NCCCn1ccnc1 | 1.1 | 1 | -1.1 | -11 | 0.4 | -1 | -18 | 3.7 | 0 | 9
O=C(C[n+]1ccccc1)N/N=C/c1ccc(Cl)cc1 | 1.3 | -3 | 0.0 | 5 | 1.1 | -2 | -13 | 1.1 | -2 | 3
CCN(CC)S(=O)(=O)c1cccc(C(=O)N[C@H](C(=O)OCC(=O)NC(=O)NC)C(C)C)c1 | 0.3 | -3 | -2.5 | 3 | 1.2 | -4 | -9 | 0.9 | 0 | 11
CN(C)S(=O)(=O)c1cccc(-c2nnc(SCCNCCO)n2-c2ccc(F)cc2)c1 | 1.9 | 8 | -0.7 | 5 | 0.8 | -2 | -24 | 2.2 | -6 | -7
COc1ccccc1CCNS(=O)(=O)c1cn(C)nc1C | 1.6 | -1 | 0.2 | -2 | -1.5 | -1 | 2 | -0.9 | -1 | 3
CCOC(=O)c1cc(C)sc1NC(=S)Nc1ccccc1 | 0.5 | -1 | -1.5 | -1 | -0.6 | . | -3 | 0.6 | -4 | 10
CCCCOc1ccc(C(=S)N2CCC(C(N)=O)CC2)cc1 | 6.8 | -2 | -0.3 | 8 | -3.5 | ? | 2 | 1.7 | -2 | 19
N#Cc1ccc(OCC(=O)NC(=O)NC2CCS(=O)(=O)C2)cc1 (stereo unspecified) | -1.2 | 2 | 0.4 | 5 | -1.1 | -5 | 8 | 0.6 | -3 | 8
Clc1ccc(-[n+]2c(-c3cccc(Br)c3)[nH]c3nc4ccccc4nc32)cc1 | -3.1 | -9 | -0.9 | -14 | -3.0 | -8 | -13 | 2.7 | . | -34
CCCc1[nH]nc2c1C1(CCOC1C)C(C#N)=C(N)O2 (stereo unspecified) | 1.4 | -18 | -0.3 | 2 | -2.6 | -8 | 3 | 3.1 | -1 | 0
COc1ccc(NS(=O)(=O)c2cccc(C(=O)NNC(=O)CNC(=O)c3ccccc3)c2)cc1 | -0.7 | 1 | -1.5 | -1 | 0.8 | 3 | -12 | -1.1 | 3 | -19
O=C(CCC(=O)Nc1cccc([N+](=O)[O-])c1)NCc1ccccc1 | 0.2 | 1 | -0.2 | -12 | 1.5 | -1 | -14 | 4.3 | 1 | 11
CCOc1ccc(-n2c(SCC(=O)Nc3ccc(OC)cc3)nc3c(c2=O)SCC3)cc1 | 3.5 | -12 | 0.7 | 14 | -0.7 | . | -13 | 0.2 | 2 | 10
CC(=O)c1ccccc1OCC(O)CN1CCN(C(c2ccccc2)c2ccccc2)CC1 (stereo unspecified) | 1.4 | ? | -1.0 | 34 | 0.8 | -3 | -2 | 2.3 | -3 | 0
Cc1onc(-c2ccccc2)c1C(=O)N1CCCN(C(=O)c2c(-c3ccccc3)noc2C)CC1 | 1.4 | -8 | -1.2 | 3 | -2.7 | . | 0 | 2.8 | 1 | -1
CCOC(=O)C1CCCN(c2c(N3CCOCC3)c(=O)c2=O)C1 (stereo unspecified) | 3.4 | -3 | 0.3 | 4 | 0.2 | -2 | 5 | 4.3 | -6 | 7
CCn1c(NC2CCCCC2)nc2ccccc21 | -0.6 | -2 | -1.0 | -6 | 0.8 | -8 | -10 | -1.6 | -1 | -15
CCOc1ccccc1NC(=O)C1CCN(C(=O)c2cccs2)CC1 | -0.4 | 2 | -0.6 | -3 | -1.7 | -1 | -3 | 2.6 | 0 | 18
C=CCNS(=O)(=O)CC12CCC(CC1=O)C2(C)C (stereo unspecified) | 2.2 | 0 | -2.9 | 1 | 0.3 | -5 | -11 | 2.2 | -2 | 6
O=C(NCc1cccs1)C(=O)NCC(c1ccco1)N1CCN(c2ccccc2)CC1 (stereo unspecified) | 0.7 | 1 | -1.2 | -2 | -0.3 | -1 | -15 | -0.1 | -2 | -47
O=C(NCC(=O)N1CCN(S(=O)(=O)c2ccc3c(c2)OCCO3)CC1)c1ccccc1F | -1.5 | 12 | -0.4 | 3 | -1.3 | 1 | -7 | 0.9 | 1 | .
Brc1ccc(-c2n(-c3ccccn3)c3ccccc3[n+]2-c2ccccn2)cc1 | -1.2 | -5 | -1.2 | 0 | 0.8 | -2 | -8 | 1.5 | 2 | -7
O=S(=O)(c1ccc2c(c1)OCCO2)N1CCC(n2nnc3cc(F)ccc32)CC1 | 2.8 | -1 | . | 9 | -0.8 | 2 | -13 | 2.9 | -2 | .
Cc1nnc(SCc2ccc(Cl)c(Cl)c2)s1 | -2.1 | 3 | -2.5 | -5 | -1.8 | -3 | 3 | 6.2 | -5 | -22
CC1CC(C)CN(CCCNC(=O)CC2Oc3ccccc3NC2=O)C1 (stereo unspecified) | 2.2 | 0 | 0.1 | -2 | -0.4 | 0 | -2 | 3.6 | 2 | 7
Cc1cc(C)n(-c2ccc3nncn3n2)n1 | 0.7 | 2 | -0.6 | -10 | 0.3 | -2 | -9 | 3.4 | 2 | -5
Cc1cc(Cl)ccc1N=C1N=C(N)c2ccccc21 | 0.0 | -2 | -2.1 | 4 | 0.9 | -1 | -13 | 2.1 | -4 | -16
CC(C)CC1(C)N=C(c2ccccc2)C(=S)N1 (stereo unspecified) | -2.6 | 6 | -0.7 | 1 | 0.5 | 0 | 10 | -0.3 | 2 | 7

Continued, overlapping the part above by three compounds.
SMILES | AddAB inh | Tat transport | CAL PDZ FP | Rtt109 Vps75 | E coli growth | Wnt bcat act | PvdQ inh | phage Ecoli inh | DAGLB inh | PfHsp90 set2
Cc1cc(C)n(-c2ccc3nncn3n2)n1 | 0.7 | 2 | -0.6 | -10 | 0.3 | -2 | -9 | 3.4 | 2 | -5
Cc1cc(Cl)ccc1N=C1N=C(N)c2ccccc21 | 0.0 | -2 | -2.1 | 4 | 0.9 | -1 | -13 | 2.1 | -4 | -16
CC(C)CC1(C)N=C(c2ccccc2)C(=S)N1 (stereo unspecified) | -2.6 | 6 | -0.7 | 1 | 0.5 | 0 | 10 | -0.3 | 2 | 7
CCn1cc(S(=O)(=O)N2CCN(Cc3cccc(Cl)c3)CC2)cn1 | 1.6 | -4 | . | 4 | 2.5 | -1 | -11 | 4.1 | -1 | 4
O=C(Nc1cccc(O)c1)c1ccc(NC(=O)c2cccs2)cc1 | 3.7 | -18 | -4.6 | 15 | 1.2 | 0 | 3 | -0.1 | 0 | 7
Cc1noc(NS(=O)(=O)c2ccc(N3Cc4ccccc4C3=O)cc2)c1C | -0.8 | -9 | -1.1 | -1 | -1.8 | . | 7 | -0.9 | 4 | 4
Cc1cccc(S(=O)(=O)Nc2cc(Cl)ccc2N2CCOCC2)c1 | -2.9 | 0 | 0.1 | 1 | -0.2 | -2 | -5 | 0.4 | -1 | -14
Cc1cccc(C)c1-n1c(C)cc(/C=N\NC(=O)CC(=O)NC2CCCCC2)c1C | 3.3 | 13 | -1.0 | 20 | -1.0 | . | 12 | 1.3 | 3 | 17
CCCCn1nc(C(=O)Nc2cc(C(F)(F)F)ccc2N2CCOCC2)ccc1=O | -0.7 | 7 | -2.9 | -9 | -0.7 | -3 | -12 | -0.8 | -4 | .
CCOC(=O)C1C(=O)C(=O)N(C2CCCCC2)C1C(=O)OCC (stereo unspecified) | . | 4 | 0.6 | -2 | . | -1 | -13 | 3.3 | 1 | .
COc1ccc(N2CCN(C(=O)CCCn3c(=O)[nH]c4cc(Cl)ccc4c3=O)CC2)cc1 | -0.3 | 3 | -2.9 | 0 | -2.1 | -4 | -13 | 3.1 | 2 | .
COc1ccc2cc(C3CC(c4ccco4)=NN3C(=O)CCC(=O)O)c(Cl)nc2c1 (stereo unspecified) | 3.1 | 1 | 0.6 | 7 | 2.7 | -1 | 17 | 2.7 | 0 | 12
Cc1ncc(CN2CCCC(C(=O)Nc3ccc(-c4cccc(F)c4)cc3)C2)s1 (stereo unspecified) | . | -2 | -3.5 | 7 | . | -1 | -24 | 2.0 | 0 | 12
O=C(c1ccco1)N1CCN(C(=O)c2ccc(COc3ccc4c(c3)CCC4)o2)CC1 | -2.3 | -2 | -3.3 | 4 | -0.6 | . | 16 | 1.1 | 2 | -33
FC(F)(F)c1ccc(N=Cc2sc(N3CCOCC3)nc2-c2ccccc2)cc1 | 2.6 | -3 | -2.7 | -4 | -0.9 | 2 | -22 | 3.3 | 2 | -8
C=CCC(=O)OCCCCCCOc1ccc(C(=O)O)cc1 | 2.2 | 1 | -0.7 | 3 | -0.3 | -1 | -13 | 0.8 | 1 | 4
O=C(O)CCCCCN1C(=O)/C(=C\c2cn(-c3ccccc3)nc2-c2cccs2)SC1=S | 0.6 | 0 | -1.0 | 11 | 0.5 | 2 | -10 | 0.9 | 4 | -12
Cc1ccc(C(=O)Nc2nnc(S(=O)(=O)Nc3ccccc3C)s2)cc1C | 0.5 | -5 | -0.2 | 8 | -2.8 | 10 | 7 | 3.6 | 7 | 16
COC(=O)c1cccc(NC(=O)c2cc3sccc3n2C)c1 | 1.5 | -7 | -1.6 | 13 | -0.7 | . | 3 | 2.3 | 0 | 11
O=C(NCc1ccccc1)c1ccc2c(=O)[nH]c3c(C(=O)NCC4CCCO4)sc(=S)n3c2c1 (stereo unspecified) | -1.9 | 0 | -0.6 | 12 | -2.1 | -2 | 13 | 3.1 | 6 | .
Cc1nnc(SCC(=O)c2c(N)n(C)c(=O)n(C)c2=O)n1Cc1ccccc1 | 2.5 | 8 | -2.8 | . | -3.0 | . | -5 | -0.7 | 1 | 0
C=CCSc1nc(N)c(C(=O)Nc2ccccc2)cc1C#N | 2.2 | 6 | -2.2 | -11 | 0.6 | . | -2 | -0.3 | -4 | .
Cc1ccc(S(=O)(=O)N(CC(=O)N2CCCC2)C2CCCCC2)cc1 | 4.3 | 6 | -1.1 | -23 | 2.7 | -1 | -3 | -0.2 | -1 | 16

An excerpt of these results, with two lines to a compound.
Values in the order: AddAB inh, Tat transport, CAL PDZ FP, Rtt109 Vps75, E coli growth, Wnt bcat act, PvdQ inh, phage Ecoli inh, DAGLB inh, PfHsp90 set2
- C=CCSc1nc(N)c(C(=O)Nc2ccccc2)cc1C#N
    2.2, 6, -2.2, -11, 0.6, ., -2, -0.3, -4, .
- Cc1ccc(S(=O)(=O)N(CC(=O)N2CCCC2)C2CCCCC2)cc1
    4.3, 6, -1.1, -23, 2.7, -1, -3, -0.2, -1, 16

3 entries already listed, ordered by their value in PvdQ inh, rising.
SMILES	PvdQ inh
Cc1nnc(SCC(=O)c2c(N)n(C)c(=O)n(C)c2=O)n1Cc1ccccc1	-5
C=CCSc1nc(N)c(C(=O)Nc2ccccc2)cc1C#N	-2
COC(=O)c1cccc(NC(=O)c2cc3sccc3n2C)c1	3

Screening results (PubChem BioAssay)
